Source: PubChem (National Center for Advancing Translational Sciences (NCATS))
FEN1 inh – qHTS Assay for the Inhibitors of Human Flap endonuclease 1 (FEN1); P39748; Recombinant FEN1 flap cleavage, fluorescence, 15 min; Potency, µM (titrated, usually from 114 µM), inactives show top-dose activity change, negative = inhibition, hits mostly inhibitors; 390,000 tested, 0.35% active; AID 588795, 2011; note: nearly all actives have a fitted effect of over 65% in size
Target sequence (P39748 whole entry, looked up): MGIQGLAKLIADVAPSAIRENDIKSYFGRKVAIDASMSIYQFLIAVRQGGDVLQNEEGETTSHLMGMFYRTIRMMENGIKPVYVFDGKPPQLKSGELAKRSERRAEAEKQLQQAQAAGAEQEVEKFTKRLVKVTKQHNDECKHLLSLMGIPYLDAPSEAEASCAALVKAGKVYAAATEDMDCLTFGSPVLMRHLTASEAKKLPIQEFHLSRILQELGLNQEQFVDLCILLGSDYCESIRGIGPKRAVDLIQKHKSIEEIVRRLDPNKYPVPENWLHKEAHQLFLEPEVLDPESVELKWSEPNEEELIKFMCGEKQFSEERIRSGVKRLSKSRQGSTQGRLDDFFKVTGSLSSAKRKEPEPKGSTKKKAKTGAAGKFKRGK
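Steps: FEN1 (10 nM) dispensed; compound added by pin tool; 15 min at room temperature; substrate added to 50 nM final; reads at 0 min and 15 min; data normalized and fitted (four-parameter Hill).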
GCN5L2 inh – qHTS Assay for Inhibitors of GCN5L2. Potency, µM (series often up to 58.9 µM), inactives show at the highest dose activity change, negative = inhibition, most hits filed as inhibitors. Histone acetyltransferase KAT2A (Homo sapiens), Q92830. GCN5L2 HAT assay, ThioGlo1 CoA-SH fluorescence. 390,000 tested, 0.21% active
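Compounds, pin-transferred from DMSO stocks, meet 20nM GCN5L2 for 15 min before the reaction begins with H3(1-25) peptide (75uM) and acetyl-CoA (70uM). Thiol-reactive ThioGlo1 reports CoA release over 20 min at room temperature.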
N370S GC mod – qHTS Assay for Inhibitors and Activators of N370S glucocerebrosidase as a Potential Chaperone Treatment of Gaucher Disease; Lysosomal acid glucosylceramidase (Homo sapiens), P04062; 330,000 tested, 0.092% active; N370S GC spleen homogenate, 4MU-glucoside fluorescence; Potency, µM (doses to about 59.4 µM), inactives show at the highest dose activity change, negative = inhibition, hits mostly inhibitors;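 note: 0% = full enzyme activity and -100% = no enzyme basal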
Numbers without * were called inactive; ? = inconclusive; nt = not tested or not shown; & = joins results of further samples. Calls come from the whole dose curve; as a rule, active = well fitted curve in the direction sought with a large enough effect; inconclusive = small, poorly fitted or top-dose-only effect, or another doubt; inactive = no such curve, though single readings can be large; an effect the other way counts as inactive or inconclusive. Unless noted, % is set by controls: 0 for no effect and ±100 for the full control effect; potency is the fitted concentration of half-maximal effect. The order is random. Share with any hit: about 0.54%.

SMILES	FEN1 inh	GCN5L2 inh	N370S GC mod
COc1ccc(CN(C)C(=O)c2ccc(NS(=O)(=O)c3ccc4[nH]c(=O)[nH]c4c3)cc2)c(OC)c1OC	19.8%	-2.2%	nt
COc1ccc(S(=O)(=O)N2CCC(C(=O)N[C@@H](C)C(=O)NCc3ccccc3OC)CC2)cc1	-8.8%	1.8%	21.0%
O=C(NNC(=O)c1cc2ccccc2cc1O)Nc1ccccc1F	-11.5%	-21.9%	-12.1%
Cc1cccc(-c2cnn(-c3cccc([N+](=O)[O-])c3)c2N)c1	4.4%	-9.1%	-17.2%
COC(=O)CNC(=O)COC(=O)c1cc(SC)ccc1Cl	-1.6%	-7.8%	16.4%
CCn1c(C)cc(/C=C2\NC(=O)N(Cc3ccc(Cl)cc3)C2=O)c1C	-1.7%	-0.2%	-0.7%
O=C(CCn1c(=S)oc2ccccc21)Nc1cccc(O)c1	-6.7%	-8.1%	-12.5%
COC(=O)C1C2C=CC3(CN(C4CCCC4)C(=O)C13)O2 (centres undefined)	-4.3%	-1.7%	-0.7%
O=C(NC1CCN(C(=S)Nc2ccc(Cl)cc2)CC1)c1ccco1	-8.8%	-2.5%	1.2%
O=C(COc1ccccc1Cl)Nc1ccc(S(=O)(=O)N2CCOCC2)cc1	-25.3%	-19.1%	-9.4%
CC(=O)Nc1ccc(NC(=O)C(C)OC(=O)C2CCN(S(=O)(=O)c3cccs3)CC2)cc1 (centres undefined)	3.4%	-0.3%	-6.1%
COc1ccc(C[C@@H]2CN3C(=NC[C@@H]3Cc3ccc(O)cc3)N2C[C@H](C)NC(=O)CCC2CCCCC2)cc1	2.2%	-2.2%	-17.7%
CCOC(=O)c1noc2nc(C)n(CC(=O)NC(C)CC)c(=O)c12 (centres undefined)	15.4%	0.0%	nt
O=C(NCC1CCCO1)C1CCN(S(=O)(=O)c2ccc(Br)cc2)CC1 (centres undefined)	3.1%	-15.2%	0.7%
Cc1cccc(NC(=S)NC2CC3CCCC(C2)N3Cc2ccccc2)c1C (centres undefined)	-15.6%	-0.4%	-10.3%
COC(=O)c1sc(N2C(=O)C(O)=C(C(=O)c3ccc(C)o3)C2c2ccc(F)cc2)nc1C (centres undefined)	-7.5%	-21.3%	-0.6%
CC(=O)c1cccc(NS(=O)(=O)N2CCCCC2)c1	23.9%	-2.7%	-2.6%
Cc1ccccc1NC(=O)Cc1c(O)c2ccccc2[nH]c1=O	6.5%	1.3%	-7.4%
CCC(CO)NC(=O)c1ccc(-c2nn(C)c(=O)c3ccccc23)cc1 (centres undefined)	-18.4%	?	3.4%
O=C1NC(=O)/C(=C/c2ccc(O)cc2)S1	-0.4%	-5.3%	-3.4%
Cc1cc(-n2c(C)cc(C(=O)CSc3nncn3C(C)C)c2C)no1	12.4%	-13.0%	-1.6%
O=C(NCCc1c[nH]c2ccccc12)[C@@H]1C[C@H]1[C@@H](NP(=O)(c1ccccc1)c1ccccc1)c1ccccc1	nt	-8.2%	3.5%&-3.2%
CCOc1ccccc1C1C(C(N)=O)=C(C)Nc2nc(-c3ccccc3Cl)nn21 (centres undefined)	-0.1%&4.2%	-13.6%	10.4%
O=C(CNC(=O)C(c1ccccc1)c1ccccc1)N/N=C/c1cccnc1	2.3%	0.0%	9.3%
Cc1cc(C)c(NS(=O)(=O)c2ccc3c(c2)NC(=O)CC(=O)N3)c(C)c1	-15.3%	3.7%	26.7%

Following part.
SMILES	FEN1 inh	GCN5L2 inh	N370S GC mod
CC1CCN(c2nc3ccccn3c(=O)c2C=O)CC1	-1.9%	1.1%	1.4%
Cc1nc(NS(=O)(=O)c2ccc(Br)cc2)c2c3c(sc2n1)CCC3	0.8%	-1.9%	?
Cc1nn(CCc2nn[nH]n2)c2nc(-c3ccc(Br)cc3)cc(C(F)(F)F)c12	-7.1%	-21.6%	13.0%
COc1ccc(C(=O)Nc2cccnc2)cc1C(=O)Nc1cccnc1	-17.3%	3.4%	-14.0%
Cc1ccc(NC(=O)CNc2ccc(OC(C)C)cc2)c(C)c1	2.7%	-3.5%	-0.4%
CCN(CC1COc2ccccc2O1)C(=S)Nc1ccc(F)cc1 (centres undefined)	2.0%	2.3%	8.2%
CCOc1cc(/C=C(\C#N)C(=O)Nc2ccccc2[N+](=O)[O-])ccc1OCc1cccc2ccccc12	nt	2.0%	13.0%
COc1cccc(C(=O)N(Cc2nc(-c3ccc(C)cc3)no2)C(C)C)c1	?	-28.1%	?
CN(C)CCN(C(=O)c1ccc(C(=O)c2ccccc2)cc1)c1nc2cc3c(cc2s1)OCO3	-21.1%	-22.6%	-25.8%
COc1ccc(OC(=O)c2cccc(S(=O)(=O)N3CCCC3)c2)cc1	-0.8%	-0.9%	-1.6%
NC(=O)c1ccc(-c2nnn(CC(=O)N(C3CCCC3)C3CCS(=O)(=O)C3)n2)cc1 (centres undefined)	-3.3%	1.1%	nt
NC(=O)CSc1nc2ccccc2n1Cc1ccccc1F	5.4%	-23.0%	2.9%
COc1cc(OC)c(C(=O)NNC(=O)CN(C)S(=O)(=O)c2ccc(Cl)cc2)cc1OC	4.5%	-1.3%	-7.7%
Cc1ccccc1NC(=O)c1ccc(CN2CC(=O)N3CCCCC3C2=O)cc1 (centres undefined)	-6.0%	-27.5%	0.0%
CCC(=O)N1CC2(CC(c3cccc(NC(=O)CC(c4ccccc4)c4ccccc4)c3)=NO2)C[C@H]1C(N)=O (some centres undefined)	-14.2%	2.0%	-8.7%
CCN(CC)c1ccc(NS(=O)(=O)c2cn(C)c(=O)n(C)c2=O)c(C)c1	1.2%	?	-15.3%
CCOc1ccc(CCNC(=O)c2cccs2)cc1OCC	-3.6%	-4.1%	-6.0%
COc1ccc(NC(=O)c2ccccc2NC(=O)c2ccco2)cc1	16.3%	-1.4%	-7.1%
CCO/C(C)=N/n1c2nc3ccccc3nc2c2c(=O)n(CC(C)C)c(C)nc21	-1.1%	-5.9%	nt
COc1ccc(/C=C/C(=O)NC2CCN(Cc3ccccc3)CC2)cc1OC	9.3%	-1.9%	6.0%
COc1ccccc1NC(=O)Nc1ccc(NC(=O)c2ccccc2O)cc1	-5.2%	-4.2%	0.0%
CC1CCCC(NC(=O)c2cccc(S(=O)(=O)N3CCN(c4ccccc4)CC3)c2)C1C (centres undefined)	-2.5%	2.4%	-7.7%
Cc1ccc(NC(=O)CSc2nnc(Cc3ccccc3)c(=O)[nH]2)c(C)c1	-6.3%	-2.8%	1.5%
CN(Cc1ccc2nonc2c1)Cc1nc(CC2CC2)no1	-1.7%	-25.1%	-4.1%
COc1ccc(OC)c(NC(=O)c2cc(-c3ccc(Cl)s3)nc3ccccc23)c1	-16.8%	-0.4%	nt

(listing goes on)
SMILES	FEN1 inh	GCN5L2 inh	N370S GC mod
Cc1c(N2C(=O)C(=O)/C(=C(/O)c3ccc(Cl)cc3)C2c2ccccc2)c(=O)n(-c2ccccc2)n1C (centres undefined)	6.3%	-6.9%	-3.2%
COc1cccc(/C=C/c2nc(C#N)c(NCC(C)C)o2)c1	6.0%	?	?
CCc1ccc(/C=C2\SC(=S)N(CCC(=O)NC3=NCCS3)C2=O)cc1	nt	-13.0%	-4.5%
N#Cc1ccccc1Cn1c(=O)n(CCCCC(=O)NCc2ccc3c(c2)OCO3)c(=O)c2ccccc21	19.0%	-5.3%	nt
CCN(CC)C(=O)Cn1c(=O)n(CCCCCC(=O)NCc2ccccc2)c(=O)c2sccc21	-7.8%	2.4%	nt
C[C@@H]1CN([C@H](C)CO)C(=O)c2cc(NC(=O)NC3CCCCC3)ccc2O[C@H]1CN(C)S(C)(=O)=O	-3.6%	-3.1%	nt
CCC1CCCCN1C(=O)CSc1nnc(-c2ccc(OC)c(OC)c2)o1 (centres undefined)	3.7%	-5.5%	nt
CCN(CC(=O)Nc1c(F)cccc1F)C(=O)CSCc1c(C)noc1C	-4.6%	-2.9%	1.8%
O=C1CSC(c2cccnc2)N1Cc1cccnc1 (centres undefined)	-15.5%	-1.1%	6.4%
CCC(=O)Nc1nc2ccc([N+](=O)[O-])cc2s1	-3.4%	18.7%	-6.8%
Fc1cccc(Cl)c1CSc1nnc(CN2CCOCC2)n1-c1ccccc1	5.5%	0.9%	4.9%
COC(=O)/C(=C/c1ccc(OC)cc1)NC(=O)c1ccco1	-5.7%	4.5%	-4.5%
Cc1nn(CC(=O)OCC(=O)NCCc2ccc(S(N)(=O)=O)cc2)c(C)c1[N+](=O)[O-]	-5.3%	-2.6%	nt
CC(OC(=O)Cc1ccc(F)cc1)C(=O)NCc1ccc2c(c1)OCO2 (centres undefined)	0.0%	-5.9%	-12.9%
Cc1c(Cl)cccc1N1C(=O)CC(NNC(=O)c2cccnc2)C1=O (centres undefined)	3.8%	2.9%	-8.1%
COc1ccccc1CNC(=O)/C=C/c1ccc(S(=O)(=O)N2CCOCC2)cc1	-8.3%	-1.0%	4.0%
Cc1ccc(NC(=O)C2CCN(c3nc4ccccc4nc3C(F)(F)F)CC2)cc1C	0.5%	-8.0%	nt
CCCc1cc(-c2nc(N)ncc2-c2ccc3c(c2)OCCCO3)c(O)cc1OC	-12.0%	-13.6%	nt
CC(c1ccncn1)N(C)Cc1nc(-c2ccc(C(F)(F)F)cc2)no1 (centres undefined)	-7.5%	0.2%	16.2%
O=C(NCC1CCCO1)C(c1ccc(F)cc1)N(CCCN1CCOCC1)C(=O)c1ccc(-c2ccccc2)[nH]1 (centres undefined)	-0.8%	-4.4%	-1.6%
COCCNC(=O)/C(C#N)=C/c1ccccc1Br	-0.9%	-2.5%	0.8%
COc1ccc(S(=O)(=O)N2CCCc3ccccc32)cc1OC	3.0%	-3.8%	-1.7%
Cc1ccc(N2C(=O)C3CC(c4ccccc4)=C4C5C=CC(C6C(=O)N(c7ccc(C)cc7C)C(=O)C56)C4C3C2=O)c(C)c1 (centres undefined)	-15.9%	-1.2%	-18.4%
COCCn1c(SCC#N)nnc1-c1ccc(OC)cc1	1.0%	1.3%	1.3%
O=C(CN(Cc1cccs1)C(=O)CNS(=O)(=O)c1ccccc1)NCc1ccco1	-0.3%	3.6%	4.1%

Continued.
SMILES	FEN1 inh	GCN5L2 inh	N370S GC mod
O=C(CCCOc1ccccc1)N1CCN(S(=O)(=O)c2cccc(F)c2)CC1	-10.5%	-11.2%	-2.3%
COc1ccc(-n2cc(C(=O)NCc3ccccc3Cl)c3ccccc3c2=O)cc1	-0.1%	-11.8%	nt
CCc1cc(=O)oc2cc(OCC(=O)OC)c(Cl)cc12	4.7%	0.6%	3.6%
CCCCN(CC)C(=O)c1cc2c(=O)n3ccccc3nc2n1C	-0.3%	-3.1%	nt
CCCCn1c(N)c(N(CC(C)C)C(=O)CN(C)S(=O)(=O)c2ccc(NC(C)=O)cc2)c(=O)[nH]c1=O	5.8%	-2.7%	-19.9%
O=S(=O)(NCCC1CC1(Cl)Cl)c1ccccc1 (centres undefined)	7.5%	-3.9%	2.0%
O=C(CN1CCCCCC1)Nc1cccc2c1OCO2	14.1%	-2.8%	2.1%
Cc1ccc(-c2n[nH]c(=S)n2/N=C/c2cccs2)cc1	3.3%	-5.0%	0.3%
Cc1cccc(C)c1NC(=O)C(c1ccc(Cl)cc1Cl)N1CCCCC1 (centres undefined)	2.2%	-1.6%	5.0%
COc1cccc(NC(=O)CN(C)C(=O)c2ccc(OCc3ccccc3)c(OC)c2)c1	-5.1%	-5.3%	-22.5%

Some of the entries so far, bar-delimited.
canonical_smiles | FEN1 inh | GCN5L2 inh | N370S GC mod
COc1ccc(CN(C)C(=O)c2ccc(NS(=O)(=O)c3ccc4[nH]c(=O)[nH]c4c3)cc2)c(OC)c1OC | 19.8% | -2.2% | nt
COc1ccc(S(=O)(=O)N2CCC(C(=O)N[C@@H](C)C(=O)NCc3ccccc3OC)CC2)cc1 | -8.8% | 1.8% | 21.0%
O=C(NNC(=O)c1cc2ccccc2cc1O)Nc1ccccc1F | -11.5% | -21.9% | -12.1%
Cc1cccc(-c2cnn(-c3cccc([N+](=O)[O-])c3)c2N)c1 | 4.4% | -9.1% | -17.2%
COC(=O)CNC(=O)COC(=O)c1cc(SC)ccc1Cl | -1.6% | -7.8% | 16.4%
CCn1c(C)cc(/C=C2\NC(=O)N(Cc3ccc(Cl)cc3)C2=O)c1C | -1.7% | -0.2% | -0.7%
O=C(CCn1c(=S)oc2ccccc21)Nc1cccc(O)c1 | -6.7% | -8.1% | -12.5%
COC(=O)C1C2C=CC3(CN(C4CCCC4)C(=O)C13)O2 (centres undefined) | -4.3% | -1.7% | -0.7%
O=C(NC1CCN(C(=S)Nc2ccc(Cl)cc2)CC1)c1ccco1 | -8.8% | -2.5% | 1.2%
O=C(COc1ccccc1Cl)Nc1ccc(S(=O)(=O)N2CCOCC2)cc1 | -25.3% | -19.1% | -9.4%
CC(=O)Nc1ccc(NC(=O)C(C)OC(=O)C2CCN(S(=O)(=O)c3cccs3)CC2)cc1 (centres undefined) | 3.4% | -0.3% | -6.1%
COc1ccc(C[C@@H]2CN3C(=NC[C@@H]3Cc3ccc(O)cc3)N2C[C@H](C)NC(=O)CCC2CCCCC2)cc1 | 2.2% | -2.2% | -17.7%
